ST2 inh = blocks human ST2 binding to IL-33. inhibition, % for hits at 17 µM. Q01638. actives 2.3% (n = 78,000). AlphaLISA ST2-Fc/biotin-IL-33 interaction, 1 h; in the data active = inhibition above about 30%; inconclusive = mostly about 10% to 28%
Target sequence (Q01638 whole entry, looked up): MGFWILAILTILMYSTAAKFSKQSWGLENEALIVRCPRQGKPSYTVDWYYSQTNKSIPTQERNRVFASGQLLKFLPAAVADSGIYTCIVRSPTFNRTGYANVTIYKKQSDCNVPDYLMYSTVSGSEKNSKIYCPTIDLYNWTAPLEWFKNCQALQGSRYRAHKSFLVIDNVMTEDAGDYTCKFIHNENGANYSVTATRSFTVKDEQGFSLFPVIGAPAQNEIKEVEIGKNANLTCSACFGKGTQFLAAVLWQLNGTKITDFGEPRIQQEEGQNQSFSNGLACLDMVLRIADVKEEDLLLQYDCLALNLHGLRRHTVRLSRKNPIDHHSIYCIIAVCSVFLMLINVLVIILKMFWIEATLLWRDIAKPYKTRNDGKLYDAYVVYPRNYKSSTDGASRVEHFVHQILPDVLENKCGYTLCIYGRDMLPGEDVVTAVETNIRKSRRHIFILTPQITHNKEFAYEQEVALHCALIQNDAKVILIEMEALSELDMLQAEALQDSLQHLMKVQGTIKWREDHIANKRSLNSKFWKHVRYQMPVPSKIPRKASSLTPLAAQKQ
Numbers without * were called inactive; i = inactive; ? = inconclusive. The list is partial, so the mix of outcomes need not match the whole.

Molecule	ST2 inh
Cc1cc(C)cc(-n2c(SCC(=O)NCc3ccco3)nc3c([nH]c4ccccc43)c2=O)c1	i
O=C1NC(=O)c2cc(N=Cc3ccc(Cl)cc3Cl)ccc21	70%*
CN(Cc1cccc2ncccc12)C(=O)CCC1(Cc2cccc3ccccc23)CCC(=O)N1 (centres undefined)	?
COc1ccc(C)cc1NC(=O)CCC(=O)Nc1ccc2nc(N3CCN(C)CC3)cc(C)c2c1	i
O=C(CCCN1C(=O)c2cccnc2Sc2ccccc21)Nc1cc(-c2cccc(Cl)c2)no1	?
Cc1cc(NC(=O)CCCn2nc([N+](=O)[O-])cc2C)no1	i
CC(C)(C)c1oc(C(N)=O)cc1CN1CCC(N2CCCC2=O)CC1	?
CCN1C(=O)C(O)(CC(=O)c2ccc(OC)c(OC)c2)c2ccccc21 (centres undefined)	i
NC(=Nc1nc2c(c(=O)[nH]1)CCC2)Nc1ccccc1	?
NC(=O)c1nn(-c2ccccc2)nc1NC(=O)Cn1c(-c2nonc2N)nc2ccccc21	i
O=C1N(CCCN2C(=O)C3(OCCO3)c3ccccc32)c2ccccc2C12OCCO2	?
CC(C)OCCCNC(=O)C1Cc2ccccc2CN1S(C)(=O)=O (centres undefined)	i
COCCOC(=O)C1=C(C)NC2=C(C(=O)C(C(=O)OC)C(C)C2)C1c1cccc(OC)c1 (centres undefined)	i
COC1C(O)C(OC2CCC3(C)C(CCC45CCC6C7(COC(=O)C7)OC4(O)C6(C)CCC35)C2)OC(C)C1OC1OC(CO)C(OC2OC(CO)C(O)C(O)C2O)C(O)C1O (centres undefined)	i
C=CCn1cc(C(=O)NC2CCCCC2C)c(=O)c2cc(S(=O)(=O)N(CC)CC)ccc21 (centres undefined)	i
COc1ccccc1NC(=O)C1=C(C)Nc2nnnn2C1c1ccncc1 (centres undefined)	i
O=C(CN1CCOCC1)Nc1c2c(nc3ccccc13)CCCC2	?
CC(C)c1nc(C(C)c2n[nH]c(=O)c3ccccc23)n(-c2ccccn2)n1 (centres undefined)	i
CCc1ccc(C2NC(=O)NC(C)=C2C(=O)OCC2CCCO2)cc1 (centres undefined)	i
CCOC(=O)C1(Cc2ccccc2F)CCCN(Cc2cn(CC)nc2C)C1 (centres undefined)	i
Oc1oc(-c2ccccc2)nc1C=Nc1cccc(Cl)c1	i
Cc1csc(NC(=O)CCc2c(C)nc3cc(-c4ccccc4)nn3c2C)n1	i
CC(C)Cn1nc(C(=O)N2CCCC2)c2c1CCC(NCCc1cccs1)C2 (centres undefined)	i
COCc1nc(NCC2(c3ccccc3)CCOCC2)c2cnn(C)c2n1	i
Cc1ccc(-c2nnc(-c3nc(N4CCCC4)c4ccccc4n3)o2)cc1	i
CS(=O)(=O)NC1CCN(C(=O)c2ccccc2C2CCNC2)CC1 (centres undefined)	?
Cc1cccc(CSC2=NCCN2C(=O)c2ccc(F)cc2)c1	i
Cc1ccccc1-n1nc2c(c1NC(=O)c1cccc(F)c1)CS(=O)C2 (centres undefined)	i
CCCN(CCC)C(=O)Cn1c(=O)n(CCC(=O)NCc2ccccc2)c(=O)c2sccc21	i
O=C(C[C@@H]1O[C@H](CNC(=O)Nc2ccccc2)[C@@H](O)[C@H]1O)NCCN1CCOCC1	?

Arranged by molar mass (ascending): some entries from above
Molecule	ST2 inh
Cc1cc(NC(=O)CCCn2nc([N+](=O)[O-])cc2C)no1	i
Cc1csc(NC(=O)CCc2c(C)nc3cc(-c4ccccc4)nn3c2C)n1	i
Cc1cc(C)cc(-n2c(SCC(=O)NCc3ccco3)nc3c([nH]c4ccccc43)c2=O)c1	i

The list continues.
Molecule	ST2 inh
CCn1nnnc1-c1ccc(OC)c(S(=O)(=O)Nc2c(C)n(C)n(-c3ccccc3)c2=O)c1	i
CC(c1ccccc1)n1nnnc1N1CC(c2ccncc2)C1 (centres undefined)	i
COc1ccc(-c2cc(C[C@H]3CNCC[C@H]3CC(=O)N3CCN(C(C)=O)CC3)no2)cc1	i
Cc1ccc(C2=NNC3(CC4CC3C3CCCC43)S2)cc1 (centres undefined)	?
CC(C)NC[C@@H](O)COc1ccc(CC(N)=O)cc1	?
CCc1nnc(NC(=O)c2ccc(C)c(S(=O)(=O)N3CCCC3)c2)s1	i
Cc1ccc(C2=NN(S(=O)(=O)c3ccccc3)C(c3ccccc3F)C2)cc1 (centres undefined)	?
COc1ccc(N(C)C(=O)c2cc3cc4cc(OC)ccc4nc3s2)c(OC)c1	?
COc1cccc(-n2cc(CN(C)Cc3cc(C(C)(C)C)n[nH]3)cn2)c1	i
CCN1CCN(C(=O)C2CCN(Cc3nc(-c4ccc(Cl)cc4)oc3C)CC2)CC1	i
Cc1ccc(C)c(NC(=O)CC(=O)N(C)Cc2n[nH]c3c2CCC3)c1	i
CCOc1cc(/C=C2\SC(=Nc3ccc(C(=O)O)cc3)N(C)C2=O)ccc1O	?
CC1=N/C(=C\c2ccc(OC(F)F)cc2)C(=O)O1	i
COC(=O)CN1CCN(C(=O)c2cnc(-c3ccccc3)nc2)C(C)C1=O (centres undefined)	?
CS(=O)(=O)NCCSc1ccc(Cl)cc1	?
COc1ccccc1C(=O)N/C(=C\c1ccc2c(c1)OCO2)C(=O)O	i
CCc1ccc(N2CSC3=C(C#N)C(c4ccccc4OC)CC(=O)N3C2)cc1 (centres undefined)	i
CCCCC(C(=O)O)N1C(=O)C2C3C=CC(C4CC34)C2C1=O (centres undefined)	i
C/C(=C\C(=O)c1cccn(Cc2ccccc2)c1=O)c1cccn(Cc2ccccc2)c1=O	?
CC(=O)Nc1ccc(NC(=O)COc2ccc(Br)cc2C)cc1	i
O=C(Nc1cccc(C(=O)Nc2ccccc2Cl)c1)c1ccc([N+](=O)[O-])cc1	i
CC1CC(=O)C2=C(C1)OC(N)=C(C#N)C2c1ccc(F)c(F)c1 (centres undefined)	i
O=C(O)c1cccc(NC(=O)c2cccc(N3C(=O)C4C5C=CC(C5)C4C3=O)c2)c1 (centres undefined)	i
O=C(CN1CCCC(O)(CO)C1)NCc1ccccn1 (centres undefined)	i
CC1CC(C)CN(C(=O)C2CCN(S(=O)(=O)c3cccc4cccnc34)CC2)C1 (centres undefined)	i
Cc1ccc(S(=O)(=O)N2CCC(C(=O)N3CCOCC3)CC2)cc1	i
COc1cccc(-n2cc(C(=O)NCCC(=O)NC3CCCC(C)C3C)c3ccccc3c2=O)c1 (centres undefined)	i
COCCNC(=O)C[C@@H]1O[C@H](CNCc2ccc(F)cc2)[C@@H](O)[C@H]1O	i
CCOc1cccc(OCCCCN2CCN(C)CC2)c1	i
CCOc1ccc2nc(N3CCCN(Cc4ccc5ccccc5n4)CC3)nc(C)c2c1	?
O=C1CC(c2ccccc2)=NN1c1ccc([N+](=O)[O-])cc1	43%*
N#Cc1nc(COc2ccc(Cl)cc2)oc1N1CCCCC1	73%*
O=S(=O)(c1ccc(F)cc1)N1CCN(c2cc(-c3ccc(F)cc3)ncn2)CC1	i
COc1ccccc1Cc1nc(-c2ccc([N+](=O)[O-])cc2)no1	30%*
CC(C)c1ccc(C(=O)NCc2ccc3c(c2)OCO3)cc1	i
COc1ccc(OC)c(C2CCN(Cc3ncc[nH]3)C2)c1 (centres undefined)	i
CC(C)n1cc(C2c3[nH]c4ccccc4c3CCN2Cc2cnn(-c3ccccc3)c2)cn1 (centres undefined)	i
O=C1CC(c2cccc(F)c2)c2cc3c(cc2N1)OCCO3 (centres undefined)	i
COc1cccc(C2C(C(=O)Nc3ccccn3)=C(C)Nc3nnnn32)c1OC (centres undefined)	i
CCCS(=O)(=O)N1CCC2(CCCN(CCC3CCCCC3)C2=O)C1 (centres undefined)	i
Cc1ccc(-n2c(C)nc3c(cnn3-c3ccc(C)cc3)c2=O)cc1	?
O=C1c2ccccc2C(=O)N1CC1=NCCc2ccccc21	i
N/C(=N\O)c1ccc(NC(=O)c2ccco2)cc1	?
COc1cc(Cc2ccc(NC(C)=O)c(OC)c2)ccc1NC(C)=O	i
CC(=O)N1N=C(c2ccccc2)OC12CCCCCC2	i
COc1ccc(CCNC(=O)c2cccn2-c2nnc(N3CCCCC3)s2)c(OC)c1	?
NC1=Nc2cc(C(=O)O)ccc2Sc2ccccc21	i
CCOc1ccc(C2CC(=O)N2C2(C(=O)Nc3ccc(OC)cc3)CCCCC2)cc1OC (centres undefined)	i
COc1ccc2cc3cc(C(=O)NCCC(C)C)oc3nc2c1	?
c1csc(-c2noc(CN3CCN(Cc4ccc5c(c4)OCO5)CC3)n2)c1	i
O=C(c1ccc2nc(C3CCCCC3)oc2c1)N1CCN(c2ccccn2)CC1	i
CCOc1ccc(NC(=O)c2cnn3c(C(F)(F)F)cc(-c4ccco4)nc23)cc1	i
O=C(Nc1ccccc1I)c1ccc(Cl)cc1[N+](=O)[O-]	30%*
CN(C1CCCCC1)S(=O)(=O)c1cccc2cccnc12	i
O=C(O)CCCNS(=O)(=O)c1ccc(F)cc1	i
CC(C)(C)C1CCc2onc(C(=O)Nc3cccc(O)c3)c2C1 (centres undefined)	?
COCC(=O)N[C@H]1CC[C@]2(C)CC[C@@H]([C@H](C)C(=O)NCc3ccccn3)[C@H](O)[C@H]2[C@@H]1C	i
COc1ccccc1C(=O)Nc1cccc(NC(=O)CC(C)n2cccn2)c1 (centres undefined)	i
Cc1ncnc(N2CCC(N3CCCC(C(=O)N4CCCC4)C3)CC2)c1C (centres undefined)	i
CSc1nnc2c(n1)OC(c1ccco1)Nc1ccc(Br)cc1-2 (centres undefined)	i

In another format: results already given
CCOc1cc(/C=C2\SC(=Nc3ccc(C(=O)O)cc3)N(C)C2=O)ccc1O
  ST2 inh: ?

CC1=N/C(=C\c2ccc(OC(F)F)cc2)C(=O)O1
  ST2 inh: i

COC(=O)CN1CCN(C(=O)c2cnc(-c3ccccc3)nc2)C(C)C1=O (centres undefined)
  ST2 inh: ?

The listing picks up with the 3 entries that preceded the break.
compound | ST2 inh
COc1ccccc1C(=O)Nc1cccc(NC(=O)CC(C)n2cccn2)c1 (centres undefined) | i
Cc1ncnc(N2CCC(N3CCCC(C(=O)N4CCCC4)C3)CC2)c1C (centres undefined) | i
CSc1nnc2c(n1)OC(c1ccco1)Nc1ccc(Br)cc1-2 (centres undefined) | i
COc1ccc(C(C)=O)cc1CSc1nc(C)cc(=O)[nH]1 | i
CCCCOc1ccc(-c2noc(-c3ccc(OC)c(OC)c3)n2)cc1 | i
Cc1[nH]n(-c2cccc(Cl)c2)c(=O)c1C=Nc1ccc(Cl)cc1[N+](=O)[O-] | i
CC(C)(C)N=C(NS(=O)(=O)c1ccc(Br)cc1)c1ccccc1 | ?
OCC1CCCN1Cc1cccc(Cl)c1 (centres undefined) | i
COc1cc(OC)c(NC(=O)Cc2c(C(=O)O)[nH]c3ccccc23)cc1Cl | i
COc1ccc(C)cc1S(=O)(=O)N1CCN(c2nc(C)cc(N3CCCC3)n2)CC1 | i
COc1nccnc1NS(=O)(=O)c1ccc(NC(=O)c2cccc(F)c2)cc1 | i
Cc1ccc(Nc2cc(C)nc(Nc3ccc(NC(=O)c4ccc(-c5ccccc5)cc4)cc3)n2)cc1 | ?
Cn1c(=O)c2c(SCC(=O)N3CCCCCC3)nc(-c3cccs3)nc2n(C)c1=O | i
COc1ccc(OC)c(C2C(C(=O)Nc3ccccc3OC)=C(C)Nc3nnnn32)c1 (centres undefined) | i
OCCCn1cnc(-c2ccccc2)c1-c1ccc(O)c(Cl)c1 | i
O=C(Nc1cccc(N2CCC(N3CCC4(C=Cc5ccccc54)CC3)CC2)c1)c1ccncc1 | i
Cc1ccc(C(c2sc3nc(C)nn3c2O)N2CCCCC2)cc1 (centres undefined) | i
Cc1ccc(-c2cncc(C(=O)N3CCCCC3)n2)c(-n2cccn2)c1 | i
CCCCN(CC)S(=O)(=O)c1ccc(C)cc1 | i
Nc1cccc(C(=O)Nc2ccccc2Cl)c1 | i
COc1cccc(N2C(=O)NC3CC2(C)Oc2ccccc23)c1 (centres undefined) | i
CCn1cc(CN2CCC(CNC(=O)NC3CCCC3)C2)c(C)n1 (centres undefined) | ?
CS(=O)(=O)N(CC(=O)O)c1ccccc1 | i
O=C(Nc1ccc(Cl)cc1)NC1CCCC1 | ?
C/C=C(/C(=O)O)N1C(=O)C=C(C)C1=O | i
Cc1ccc(N=Cc2c(Nc3ccccc3)nc3c(C)cccn3c2=O)cc1 | i
O=C1C2C3CCC(C3)C2C(=O)N1c1ccccc1F (centres undefined) | i
COc1ccc(C(=O)N2C[C@@H]3C[C@H](C2)c2c(NC(=O)Nc4ccccc4OC)ccc(=O)n2C3)cc1 | ?
Cc1ccccc1SC1CCN(Cc2nc(-c3ccccc3)no2)CC1 | i
O=C(c1ccc(-n2cnnc2)cc1)N1CCCC(OCc2ccccn2)C1 (centres undefined) | ?
COc1ccc(NS(=O)(=O)c2cccc3cccnc23)c(OC)c1 | ?
Cc1cc(C)c2c(n1)sc1c(N3CCN(c4ccccc4)CC3)ncnc12 | i
CN1CCC(Cc2noc(CCN3CCCCO3)n2)CC1 | i
COc1cccc(Cl)c1-c1cnc(-n2cnnc2)cc1C | i
CCCC(O)=C1C(=O)CC(C)(C)CC1=Nc1ccccc1C | i
Cc1cc2c(c(=O)o1)C(c1ccccc1OCc1ccccc1Cl)C(C#N)=C(N)O2 (centres undefined) | i
COCC1CCN(c2ccc(C(=O)N3CCC(CCn4cccn4)CC3)cn2)C1 (centres undefined) | i
Cc1sc(NC(=O)c2ccco2)c(C(=O)O)c1C | i
CN(Cc1ccccc1)C(=O)CSc1c2c(nc3ccccc13)CCC2 | i
O=C(COc1ccc(Cl)cc1Cl)Nc1c2c(nn1-c1ccc(F)cc1)CS(=O)C2 (centres undefined) | i
COc1cc(NCc2cccnc2-n2ccnc2)ncn1 | i
N#CC1=C(N)Oc2cc(N)ccc2C1c1ccc(Cl)cc1Cl (centres undefined) | i

Screening data deposited in PubChem BioAssay by IUPUI and University of Michigan.
